Screening results as filed in PubChem.
Abeta yeast res = compounds reversing amyloid beta toxicity in yeast. 410,000 compounds, 0.063% hits. Potency, µM (top dose mostly 46.1 µM), for inactives: at the top dose growth rescue, usual class: activators. yeast expressing A-beta42, growth rescue, OD600, 48 h; response scale: 0% DMSO, 100% iron-clioquinol control; note: potency is the fitted concentration of half-maximal effect; nearly all actives have a fitted effect of over 55% in size
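Yeast A-beta toxicity model in growth medium with pinned compounds, 48 h at 30 C; growth read as absorbance at 600 nm. Normalized to FeCl3/clioquinol equimolar mix (positive) and DMSO (negative).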
pAkt inh = Akt phosphorylation inhibition; 360,000 compounds, 0.32% hits; Neuro2A IGF-stimulated pAkt S473 HTRF, 20 min; active compounds read low; activity change, % for hits at 50 µM; in the data active = activity change below about -80%; inconclusive = mostly about -51% to -80%; note: % is set by controls: 0 for no effect and ±100 for the full control effect
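Neuro2A cells (4,500/well, DMEM with 0.5% FBS) were treated with compound at a single 50 µM final concentration, stimulated with 6 nM IGF for 20 min at 37 °C, and lysed. Phospho-Akt Ser473 was read by HTRF as 665/615 ratio ×10^4.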
MmCpn inh = inhibitors of Methanococcus maripaludis chaperonin (MmCpn); purified Mm-Cpn ATPase, ADP Transcreener TR-FRET; Potency, µM (series often up to 76.9 µM), for inactives: top-dose activity, negative = inhibition, actives largely listed as inhibitors; 330,000 compounds, 0.031% hits; note: potency is the fitted concentration of half-maximal effect; % is set by controls: 0 for no effect and ±100 for the full control effect; nearly all actives have a fitted effect of over 80% in size
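Compound-treated chaperonin, 25 nM final, turns over 10 uM ATP at 37°C for 30 min following a 10 min preincubation; ADP generated competes with ADP-d2 for Eu-cryptate antibody, lowering FRET.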
PTHR1 ag = activates the human parathyroid hormone receptor PTHR1. Potency, µM (highest dose often 115 µM), for the others: at the top dose activation, actives largely listed as activators. 410,000 compounds, 0.075% hits. HEK293 GP2 PTHR1 cells, GloSensor cAMP luminescence, 1 h. AID 743266. Q03431; note: potency is the fitted concentration of half-maximal effect; nearly all actives have a fitted effect of over 55% in size; some results filed as inactive show a strong effect at the top dose; inactives centre near -15; many of its hits are not listed in these tables
Target sequence (Q03431 whole entry, looked up): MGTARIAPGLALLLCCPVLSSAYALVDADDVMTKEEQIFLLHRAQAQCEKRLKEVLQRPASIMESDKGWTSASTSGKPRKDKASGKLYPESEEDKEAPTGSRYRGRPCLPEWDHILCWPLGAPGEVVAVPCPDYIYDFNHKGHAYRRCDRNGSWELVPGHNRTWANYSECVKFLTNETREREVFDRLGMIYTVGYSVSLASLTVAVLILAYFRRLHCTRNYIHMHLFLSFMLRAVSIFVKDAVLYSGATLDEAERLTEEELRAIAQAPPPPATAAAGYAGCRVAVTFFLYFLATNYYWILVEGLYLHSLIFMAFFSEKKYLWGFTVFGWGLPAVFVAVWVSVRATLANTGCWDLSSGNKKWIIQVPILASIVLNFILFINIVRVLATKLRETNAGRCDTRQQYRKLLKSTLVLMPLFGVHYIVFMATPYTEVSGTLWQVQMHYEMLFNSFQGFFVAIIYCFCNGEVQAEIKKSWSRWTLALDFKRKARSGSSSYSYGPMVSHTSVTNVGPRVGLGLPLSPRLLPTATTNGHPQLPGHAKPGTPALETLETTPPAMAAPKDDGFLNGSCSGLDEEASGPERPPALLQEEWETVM
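HEK-293-derived GP2 cells expressing PTHR1 and a GloSensor cAMP reporter, 3,000/well, plated overnight, given luciferin plus IBMX (each 0.5 mM as added) for 1 h at 37 °C, then compound for 1 h at 37 °C. Luminescence was read after 15 min at room temperature.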
GLP-1R inv ag = GLP-1 receptor (human) inverse agonism; P43220; 410,000 compounds, 1.6% hits; AID 624417; HEK293 GLP-1R CRE-luciferase, luminescence, 24 h; GLP-1R form is constitutively active; Potency, µM (series often up to 38.3 µM), inactives show at the top dose activity change, negative = inhibition, actives largely listed as inhibitors; note: potency is the fitted concentration of half-maximal effect; % is set by controls: 0 for no effect and ±100 for the full control effect; nearly all actives have a fitted effect of over 55% in size
Target sequence (P43220 whole entry, looked up): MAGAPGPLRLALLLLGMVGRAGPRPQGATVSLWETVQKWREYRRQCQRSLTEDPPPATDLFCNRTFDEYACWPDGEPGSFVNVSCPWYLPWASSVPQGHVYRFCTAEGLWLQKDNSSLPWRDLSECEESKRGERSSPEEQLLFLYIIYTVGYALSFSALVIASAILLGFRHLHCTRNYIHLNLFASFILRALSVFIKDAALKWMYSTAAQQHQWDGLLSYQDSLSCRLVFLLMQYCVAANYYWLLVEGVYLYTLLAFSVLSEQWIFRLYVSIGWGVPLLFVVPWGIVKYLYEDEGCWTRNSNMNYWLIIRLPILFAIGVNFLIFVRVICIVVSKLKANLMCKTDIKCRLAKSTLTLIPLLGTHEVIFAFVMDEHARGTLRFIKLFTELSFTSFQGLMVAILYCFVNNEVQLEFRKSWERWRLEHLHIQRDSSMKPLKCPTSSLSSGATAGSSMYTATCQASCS
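HEK293 cells stably co-expressing a cAMP-responsive luciferase reporter and constitutively active GLP-1R were seeded, incubated 12 h, then exposed to compounds for 24 h at 37 C. Luminescence was read 12 min after detection reagent; inverse agonists lower signal.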
aSyn yeast inh = inhibitors of alpha-synuclein toxicity in yeast; Yeast expressing alpha-synuclein, growth rescue, BacTiter-Glo, 24 h; Potency, µM (highest dose often 46.1 µM), inactives show top-dose growth rescue (activation), hits mostly activators; 370,000 compounds, 0.14% hits; AID 652106; note: potency is the fitted concentration of half-maximal effect; % of control where 0% means no effect; nearly all actives have a fitted effect of over 65% in size
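Galactose-induced alpha-syn yeast (OD600=0.02, raffinose-pregrown) + pinned cpd, 24 hr, 30 deg C; growth by BacTiter-Glo luminescence. Growth restoration scores as activation.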
HEK293 tox = cytotoxic in the GLP-1 receptor inverse agonist counter-screen; Potency, µM (doses to about 38.3 µM), inactives show at the highest dose activity change, negative = inhibition, most hits filed as inhibitors; HEK293 cAMP-luciferase reporter cells, luminescence, 24 h; 410,000 compounds, 0.13% hits;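 note: loss of luciferase light is scored as toxicity; potency is the fitted concentration of half-maximal effect; % is set by controls: 0 for no effect and ±100 for the full control effect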
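Cells in DMEM/10% Nu serum/1% pen-strep, 1536-well format. Pre-incubated 12 h, dosed with 23 nL compound, incubated a further 24 h. Luciferase detection, 12 min at room temp, luminescence.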
FUS yeast rescue = FUS proteinopathy suppression in yeast | Potency, µM (doses to about 76.6 µM), for the others: at the highest dose growth rescue (activation), usual class: activators | 390,000 compounds, 0.24% hits | AID 1347120 | S. cerevisiae FUS-expressing, growth rescue, OD600, 24 h;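 note: potency is the fitted concentration of half-maximal effect; plate controls were DMSO vehicle for no effect and reference control for full effect; nearly all actives have a fitted effect of over 55% in size; some results filed as inactive show a strong effect at the top dose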
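Restored growth of FUS-toxic S. cerevisiae, read as 600 nm absorbance after 24 h at 30C in galactose medium (starting OD 0.005). Controls CP55940 and DMSO.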
TDP-43 yeast inh = rescues yeast growth from TDP-43 toxicity; TDP-43 expressing yeast growth rescue, BacTiter-Glo, 24 h; Potency, µM (titrated, usually from 46.1 µM), inactives show top-dose growth rescue (activation), actives largely listed as activators; 410,000 compounds, 1.8% hits; note: potency is the fitted concentration of half-maximal effect; % of control where 0% means no effect; nearly all actives have a fitted effect of over 50% in size
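Galactose-induced TDP-43 yeast, OD600=0.02, compound pinned; 24 hr, 30 deg C; BacTiter-Glo luminescence for growth. Inhibitors of TDP-43 toxicity read as activators.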
Starred values were filed as active, the others as inactive; i = inactive; ? = inconclusive; . = no result given; & = joins results of further samples; [ ] = remark or other dose. Unless noted, calls come from the whole dose curve; as a rule, active = well fitted curve in the direction sought with a large enough effect; inconclusive = small, poorly fitted or top-dose-only effect, or another doubt; inactive = no such curve, though single readings can be large; an effect the other way counts as inactive or inconclusive. This is a subset (hit frequency here may not be typical).

1	CCOCC(=O)Nc1ccccc1C(=O)OCC
2	CN(Cc1ccccn1)Cc1nc(-c2ccc(Cl)cc2)no1
3	CCn1cc2nc(SCc3cc(C)ccc3C)n(CCc3ccccc3)c(=O)c2n1
4	O=C(NCc1ccccc1)c1cc[n+](Cc2ccccc2)cc1
5	Cc1c(Nc2nc3ccccc3nc2NS(=O)(=O)c2cccc(Cl)c2)c(=O)n(-c2ccccc2)n1C
6	COc1ccc(NC(=O)c2cccnc2SC)cc1S(=O)(=O)N1CCCCC1
7	CN1CCN(CC(O)COc2ccccc2)CC1 (stereo not drawn)
8	CCN(CC)CC(=O)Nc1ccc(C)cc1Br
9	COc1ccc(-c2nnc(NC(=O)c3ccco3)s2)cc1
10	CN(C)S(=O)(=O)c1ccc(C(=O)N(Cc2cccnc2)c2nc3c(F)cc(F)cc3s2)cc1
screen / no. | 1 | 2 | 3 | 4 | 5 | 6 | 7 | 8 | 9 | 10
Abeta yeast res | 10% | 7% | -10% | 6% | 2% | 1% | -10% | -23% | -17% | -9%
pAkt inh | i | i | . | i | i | i | i | i | i | .
MmCpn inh | 0% | -2% | . | 2% | -1% | 1% | -2% | 1% | -1% | .
PTHR1 ag | i | 9% | i | i | -9% | 0% | 6% | i | -70% | i
GLP-1R inv ag | 1% | ? | ? | 0% | -9% | 2% | 0% | ? | 40%[activator] | 9%
aSyn yeast inh | -4% | 16% | . | -1% | 5% | -3% | -8% | -11% | -2% | .
HEK293 tox | 16% | 2% | -6% | 7% | -2% | -21% | -20% | -2% | 4% | -5%
FUS yeast rescue | -30% | -17% | 3% | -15% | 22% | 13% | -18% | 36% | -43% | 10%
TDP-43 yeast inh | 2% | 4% | -2% | -1% | 5% | -2% | 0% | -2% | -8% | -3%

11	Cc1c(C(=O)OCC(=O)N2C(C)CCCC2C)oc2ccccc12 (stereo not drawn)
12	CCN(CC)C(=S)SCC(=O)Nc1nc(=O)c2ccccc2s1
13	CC(C)(C)OC(=O)C(Cc1ccc(OC(C)(C)C)cc1)NC(=O)CNC(=O)OCc1ccccc1 (stereo not drawn)
14	Cc1ccc(NC(=O)Cn2nnc(-c3ccccc3)n2)c(C)c1
15	CS(=O)(=O)N1Cc2cc(C(=O)NCC3CC3)nc(-c3cccc(-c4cccnc4)c3)c2[C@@H]1CCO
16	CCn1c(CCC(=O)Nc2nc3c(s2)CCCC3)nc2cc(S(=O)(=O)N(C)C)ccc21
17	CCN(C(=O)CN1C(=O)NC(CCSC)C1=O)C1CCS(=O)(=O)C1 (stereo not drawn)
18	c1ccc(-n2nnnc2-c2cccnc2)cc1
19	COc1cc(/C=C/C(=O)O)cc(S(=O)(=O)Nc2ccccc2Oc2ccccc2)c1OC
20	Cc1ccc(NC(=O)CCC(=O)c2cccs2)c(Br)c1
screen / no. | 11 | 12 | 13 | 14 | 15 | 16 | 17 | 18 | 19 | 20
Abeta yeast res | -18% | 10% | 3% | -4% | -17% | 12% | 23% | -20% | 1% | -12%
pAkt inh | i | i | i | . | i | i | i | i | i | i
MmCpn inh | 0% | -1% | 0% | . | . | -1% | -3% | -1% | 1% | -3%
PTHR1 ag | -18% | i | -33%[inhibitor] | i | -10% | i | -26% | -2% | -11% | -17%
GLP-1R inv ag | ? | 5% | ? | -3% | 8% | -3% | 4% | 24% | 14% | 14%
aSyn yeast inh | 2% | -8% | 14% | -5% | -6% | 7% | -5% | -5% | -5% | 13%
HEK293 tox | -5% | -17% | 10% | 1% | -10% | -9% | 0% | 12% | 1% | 1%
FUS yeast rescue | 13% | 11% | . | -27% | 18% | ? | -27% | 17% | 19% | -9%
TDP-43 yeast inh | -7% | 8% | -3% | 14% | -7% | 10% | 4% | -7% | 15% | 13%

21	CC(CNC(=O)CN1C(=O)COc2ccc(S(=O)(=O)N3CCCCC3)cc21)c1ccccc1 (stereo not drawn)
22	COc1cccc(-c2cnc(C(O)c3cc(Cl)cc(Cl)c3)[nH]2)c1 (stereo not drawn)
23	CCN(CC)C(=O)[C@H]1C[C@H](CC(=O)NCCCN(C)C)C(=O)N2CCc3c([nH]c4ccc(Cl)cc34)[C@]12C
24	CCN(CC)CCNC(=O)c1ccc(NC(=O)c2ccccc2-c2ccc(C(F)(F)F)cc2)cc1
25	Cc1ccc(NC(=O)CN(c2ccccc2F)S(C)(=O)=O)cc1
26	CCc1nccn1CCC(=O)NC1CC(C)(C)Cc2c1cnn2-c1cccc(F)c1 (stereo not drawn)
27	CCCCN(C)CCNC(=O)c1cc2cc3ccc(OC)cc3nc2o1
28	O=C(CCc1ccccc1)OCC(=O)c1ccc([N+](=O)[O-])cc1
29	COC(=O)CSc1cc(C)nc(NC(C)=O)n1
30	O=C(Nc1ccccc1)C1=C[C@@H](c2ccc(Br)cc2)C[C@@H](OCCCCO)O1
screen / no. | 21 | 22 | 23 | 24 | 25 | 26 | 27 | 28 | 29 | 30
Abeta yeast res | -6%&22% | -5% | -11% | 4% | -3% | 17% | -1% | -11% | -14% | 1%
pAkt inh | i | . | i | i | i | i | i | i | i | i
MmCpn inh | 1% | . | 2% | 2% | 2% | -3% | -10% | 0% | -3% | .
PTHR1 ag | -66%[inhibitor] | -3% | i | i | -56% | -22% | i | -7% | i | -4%
GLP-1R inv ag | ? | ? | ? | ? | -7% | -16% | ? | 3% | 3% | ?
aSyn yeast inh | -1% | 0% | -2% | 0% | 7% | 0% | -1% | -2% | -5% | 7%
HEK293 tox | -5%&-3% | 3% | 10% | ? | 4% | -2% | 4% | 4% | -1% | -11%
FUS yeast rescue | 21%&27% | 6% | 2% | 28% | 5% | 9% | -30% | -24% | 22% | 36%
TDP-43 yeast inh | -10%&0% | -3% | -10% | -12% | 17% | 1% | 18% | 23% | -8% | 4%

Arranged by value in PTHR1 ag (largest number first): three from the list above.
#	mol	PTHR1 ag
30	O=C(Nc1ccccc1)C1=C[C@@H](c2ccc(Br)cc2)C[C@@H](OCCCCO)O1	-4%
26	CCc1nccn1CCC(=O)NC1CC(C)(C)Cc2c1cnn2-c1cccc(F)c1 (stereo not drawn)	-22%
25	Cc1ccc(NC(=O)CN(c2ccccc2F)S(C)(=O)=O)cc1	-56%

More compounds
31	O=C1c2ccccc2C(Nc2ccc(S(=O)(=O)N3CCCCC3)cc2)N1c1ccccn1 (stereo not drawn)
32	CCOC(=O)[C@]12CCC=C1N(Cc1ccccc1)C(=O)[C@H](CC(=O)NCc1ccccc1)C2
33	CCCNC(=O)/C(=C/c1cn(S(=O)(=O)N(C)C)c2ccccc12)NC(=O)c1ccc(OC)cc1
34	CCOc1ccccc1NC(=S)NC1CC2CCC1C2 (stereo not drawn)
35	CC1CCCN(C(C(=O)NC2CCCCC2)c2cc3c(cc2[N+](=O)[O-])OCO3)C1 (stereo not drawn)
36	O=C(Cn1ncc(Cl)c(Cl)c1=O)c1ccc2c(c1)OCCO2
37	COc1ccc(N2CCN(CC(O)COc3cc(C)cc(C)c3)CC2)cc1 (stereo not drawn)
38	CCCCOc1cccc(C(=O)N(Cc2cccs2)c2ccc(OC)cc2)c1
39	COc1ccccc1CC(=O)NC1CCN(Cc2ccccc2)CC1
40	O=S(=O)(N/N=C/c1ccc(N2CCOCC2)cc1)c1ccc(Br)cc1
41	CC(=O)N1CCN=C1SCc1ccc(C(F)(F)F)cc1
screen / no. | 31 | 32 | 33 | 34 | 35 | 36 | 37 | 38 | 39 | 40 | 41
Abeta yeast res | 5% | -8% | 3% | ? | 3% | 0% | 9% | -10% | -4% | 24% | 2%
pAkt inh | i | i | i | i | i | i | i | . | i | i | i
MmCpn inh | 1% | . | 3% | 0% | -1% | ? | 0% | . | 0% | -9% | 1%
PTHR1 ag | -21% | -11% | i | i | i | -56% | i | -46%[inhibitor] | i | -4% | i
GLP-1R inv ag | ? | -10% | ? | ? | ? | ? | ? | ? | 17% | 0% | 1%
aSyn yeast inh | 4% | 13% | -1% | -1% | 2% | ? | 1% | . | -4% | 1% | -10%
HEK293 tox | ? | -5% | -17% | ? | 16% | ? | -3% | -29% | 10% | -4% | 0%
FUS yeast rescue | -8% | 18% | 26% | 3% | . | . | -21% | 11% | -13% | 6% | -7%
TDP-43 yeast inh | -3% | 7% | -7% | -7% | 0% | 22µM* | 3% | -41%[inhibitor] | -4% | 7% | 0%

3 entries drawn at random from the list so far, as already listed:
35	CC1CCCN(C(C(=O)NC2CCCCC2)c2cc3c(cc2[N+](=O)[O-])OCO3)C1 (stereo not drawn)
34	CCOc1ccccc1NC(=S)NC1CC2CCC1C2 (stereo not drawn)
38	CCCCOc1cccc(C(=O)N(Cc2cccs2)c2ccc(OC)cc2)c1
screen / no. | 35 | 34 | 38
Abeta yeast res | 3% | ? | -10%
pAkt inh | i | i | .
MmCpn inh | -1% | 0% | .
PTHR1 ag | i | i | -46%[inhibitor]
GLP-1R inv ag | ? | ? | ?
aSyn yeast inh | 2% | -1% | .
HEK293 tox | 16% | ? | -29%
FUS yeast rescue | . | 3% | 11%
TDP-43 yeast inh | 0% | -7% | -41%[inhibitor]
